M. tuberculosis HTS: M. tuberculosis growth inhibition, HTS (AID 449762); hit rate 0.59% among 330,000; M. tuberculosis H37Rv growth inhibition, 7H9 media; higher % means a stronger effect; inhibition, % at 25 µM, or IC50 in µM where a hit was titrated; in the data active = a potency from the dose series; inconclusive = inhibition above about 70% without an active follow-up result;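 note: bacterial growth assessed after seven days of incubation; strong numbers were not always called active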
influenza NS1A: NS1A inhibition, H1N1 influenza, cell based functional assay (AID 504329). NS1A functional cell-based assay, percent inhibition; higher % means a stronger effect. one-dose inhibition, % at 12.5 µM; IC50 in µM for titrated hits. hit rate 0.3% among 340,000; in the data active = a potency from the dose series; inconclusive = inhibition above about 27% without an active follow-up result; note: strong numbers were not always called active
M. tuberculosis: growth inhibition of non-replicating M. tuberculosis (AID 488890). Mycobacterium tuberculosis non-replicating, growth inhibition; higher % means a stronger effect. one-dose inhibition, % at 25 µM; IC50 in µM for titrated hits. hit rate 0.39% among 320,000; in the data active = a potency from the dose series; inconclusive = inhibition mostly from about 82% at the one dose, without a potency; inactive = the rest, 99 in 100 with inhibition below about 76%;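 note: plate controls were DMSO cells for no effect and high antibiotic wells for full effect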
VEEV TC-83 Vero: inhibitors of VEEV TC-83 cytopathic effect, confirmation, Vero cells (AID 588727); Vero cells, VEEV TC-83 cytopathic effect inhibition; higher % means a stronger effect; inhibition, % at 20 µM, or IC50 in µM where a hit was titrated; hit rate 0.13% among 350,000; in the data active = a potency from the dose series; inconclusive = inhibition mostly from about 14% at the one dose, without a potency; inactive = the rest, 99 in 100 with inhibition below about 12%; note: strong numbers were not always called active
Salmonella PhoP GFP: Inhibition of PhoP regulon, Salmonella typhi GFP reporter cells, confirmation, 4 h (AID 1850); Salmonella Typhi PhoP-promoter GFP reporter, fluorescence, 4 h; higher % means a stronger effect; inhibition, % at 50 µM; hits with a dose series show IC50 in µM; hit rate 0.33% among 310,000; in the data active = a potency from the dose series; inconclusive = inhibition mostly from about 25% at the one dose, without a potency; inactive = the rest, 99 in 100 with inhibition below about 19%;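 note: 0% = induced wells with vehicle and 100% = uninduced wells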
VEEV TC-83 Vero 10K pilot screen: also measured in VEEV TC-83 Vero; calls as there; inhibition, %; measured here: 10K pilot screen inhibition
Active calls of the source: *; i = inactive; ? = inconclusive; nt = not tested or not shown.

SMILES	M. tuberculosis HTS	influenza NS1A	M. tuberculosis	VEEV TC-83 Vero	Salmonella PhoP GFP	others
CCOc1ccccc1OCC(=O)Nc1ccccc1C(=O)NC1CC1	6%	-12%	-8%	11%	13%
COCCCN1C(=O)C(=O)/C(=C(/O)c2ccc(S(=O)(=O)N3CCOCC3)cc2)C1c1ccc(C(C)C)cc1 (centres undefined)	4%	0%	15%	0.9%	-8%
COc1coc(C(O)C[N+](=O)[O-])cc1=O (centres undefined)	-1%	10%	58%	0.6%	-5%
COc1ccc(C(=O)OCC(=O)Nc2c(C)cccc2C)cc1	1%	5%	7%	0.1%	-1%
Cc1ccc(C(=O)NCC(=O)O)o1	0%	0%	-3%	1.9%	-7%
CCN1C(=O)[C@H]2[C@@H](c3ccc(C)cc3)N3C(=O)N(c4cccc(Cl)c4)C(=O)[C@@]3(Cc3ccc(Cl)cc3)[C@H]2C1=O	-2%	2%	15%	1.7%	-8%
COc1ccc(OC)c(NC(=O)C2CC(=O)N(c3ccc(Br)cc3)C2)c1 (centres undefined)	4%	8%	3%	i	-1%
Cc1cc(C)c2[nH]c(=O)c(C(c3nnnn3Cc3ccc4c(c3)OCO4)N3CCCC3)cc2c1 (centres undefined)	12%	7%	30%	5.8%	2%
Clc1ccc(Cn2ccc(C3CC3)n2)cc1	-8%	-4%	58%	0.6%	-2%
CC(=O)N[C@@H]1[C@@H](O)[C@@H]2OC(c3ccccc3)OC[C@H]2O[C@@H]1N=[N+]=[N-] (some centres undefined)	8%	2%	-2%	1.1%	-5%
O=C(CN1Cc2ccccc2C1=O)Nc1ccc2c(c1)OCCO2	10%	8%	19%	i	1%
NS(=O)(=O)c1ccc(NC(=O)C(Sc2ccccc2)c2ccccc2)cc1 (centres undefined)	8%	-3%	7%	1.3%	4%
Cc1cc(C)n2nc(-c3sccc3-n3cccc3)cc2n1	-4%	0%	3%	1.5%	2%
O=C(C(=O)N1CCC2(CC1)OCCO2)c1c[nH]c2ccccc12	5%	-16%	-12%	0.1%	-2%	VEEV TC-83 Vero 10K pilot screen=0.0
CN(c1ccccc1)S(=O)(=O)c1cccc(C(=O)Nc2ccc(N3CCOCC3)cc2)c1	nt	1%	nt	8.2%	nt
CNC(=O)CS(=O)CC(=O)Nc1cc(OCCOC)c(Cl)cc1Cl (centres undefined)	-3%	2%	-6%	1.6%	-2%
Cn1c(SCC(=O)N/N=C/c2cccnc2)nnc1-c1ccccc1	-5%	-14%	-3%	2.6%	-8%
CCc1cccc(NC(=O)C2CCCN2S(=O)(=O)c2ccccc2C(F)(F)F)c1 (centres undefined)	nt	-5%	nt	2.7%	nt
COc1cc(OC)c2c(-c3ccccc3)cc(=O)oc2c1C(CCN1CCCC1)c1ccc2c(c1)OCO2 (centres undefined)	?	16%	?	i	-4%
CCCNC(=S)NNC(=O)c1cccs1	3%	-16%	-9%	0.2%	-2%
COc1ccccc1/C=C/c1nc(C#N)c(N(C)C)o1	0%	-11%	0%	2.5%	3%
COc1ccc(OC)c(S(=O)(=O)N2CCCCCC2)c1	14%	6%	7%	5.7%	0%
CC(NC(=O)c1cc2cc(Br)ccc2oc1=N)c1ccccc1 (centres undefined)	5%	0%	7µM*	5.6%	-2%
Cc1ccc(C(=O)NCC(=O)NC2CCCCCC2)cc1	-3%	-1%	8%	i	-9%
Cc1ccc(S(=O)(=O)N2CCCC2C(=O)NC2=NCCS2)cc1 (centres undefined)	-6%	-6%	6%	0.4%	8%
COc1ccc(Cl)cc1NC(=O)C[n+]1cccc(C)c1	3%	-8%	-19%	0.3%	-2%
CCOC(=O)CCC(NC(=O)c1ccccc1C(=O)NC(CCC(=O)OCC)C(=O)OCC)C(=O)OCC (centres undefined)	-9%	3%	2%	1.2%	-11%
Cc1nn(-c2ccccc2)c(C)c1C(=O)NCc1cccs1	-1%	-18%	-9%	1.6%	-1%
O=C(Nc1ccn(Cc2ccccc2F)n1)c1ccc(COc2cc(Cl)ccc2Cl)o1	-2%	7%	50%	3.9%	-14%
O=C(Nc1nc2c(ccc3ccccc32)s1)c1ccco1	63%	-7%	75%	6.2%	-7%
Cc1ccc([N+](=O)[O-])cc1NC(=O)CSc1nncn1-c1ccccn1	-6%	-10%	-3%	1.9%	8%
Cc1ccc(OCCOCCOc2cccc3cccnc23)c(Br)c1	0%	8%	74%	1.0%	0%
CC1(OC(=O)C2CCCC2)C(=O)C=C2C=C(c3ccsc3)N(CCCCO)C=C2C1=O (centres undefined)	0%	-20%	0%	1.4%	-3%
COc1ccccc1N1CCN(/N=C(\C)c2ccc(O)cc2)CC1	-4%	18%	3%	0.2%	-5%
COc1ccc(-c2nnc3ccc(SCC(=O)NCC4CCCO4)nn23)cc1 (centres undefined)	0%	-1%	-6%	3.8%	-15%
Cc1ccc(N(Cc2ccccc2)C(=O)Cc2ccc(S(=O)(=O)N3CCOCC3)s2)cc1	nt	-8%	nt	6.1%	nt
O=C(NCCOc1ccccc1)C1Nc2ccc(C(F)(F)F)cc2C2c3ccccc3CC12 (centres undefined)	5%	0%	6%	0.7%	12%
COc1ccc2ncc(S(=O)(=O)c3ccccc3)c(N3CCN(c4ccccc4)CC3)c2c1	-1%	-1%	29%	9.2%	-5%
Cc1nnc(Sc2cc(NCCO)c([N+](=O)[O-])c3nonc23)s1	nt	2%	nt	i	nt
Brc1cccc(OCCN2CCc3ccccc3C2)c1	-4%	0%	48%	0.3%	-9%
CCOC(=O)N1CCN(CC(=O)c2ccc3c(c2)CCN3)CC1	-1%	1%	-4%	1.9%	-9%
O=C1NC(Cc2ccccc2)C(=O)N1Cc1ccccc1 (centres undefined)	nt	0%	nt	1.5%	nt
CSc1nc2nc3c(cc2c(=O)[nH]1)C(O)Oc1ccc(C)cc1-3 (centres undefined)	-3%	0%	41%	6.0%	14%
O=C(COC(=O)c1ccc(Cl)nc1)NCc1ccc(F)cc1	10%	-1%	21%	2.0%	nt
NC(=NC(=O)c1ccc(OCC(F)(F)F)nc1)c1ccc(Cl)cc1	1%	-16%	21%	0.6%	6%
Cc1occc1C(=O)NNC(=O)CN1C(=O)NC(C)(c2ccccc2)C1=O (centres undefined)	3%	-3%	-4%	1.8%	-2%
COc1ccc(-c2nn(-c3ccccc3)cc2C(=O)Nc2nccs2)cc1OC	24%	7%	7%	10%	9%
COc1cccc(/C=C/C(=O)NCCc2ccc(OC)c(OC)c2)c1	-11%	5%	-3%	0.0%	-9%
CC1=NN(c2ccccc2)C(=O)C1N=Nc1ccc(C)cc1 (centres undefined)	3%	nt	11%	nt	-18%
CS(=O)(=O)N(CC(=O)NCc1ccco1)c1ccc(Cl)c(C(F)(F)F)c1	2%	0%	2%	3.4%	0%
COc1ccc(OCCCC(=O)NCc2ccco2)cc1	-6%	-12%	nt	0.9%	-3%
O=C(NC(=S)Nc1ccc(S(=O)(=O)N2CCOCC2)cc1)c1ccccc1[N+](=O)[O-]	2%	0%	-2%	1.3%	12%
Cc1ccc(C(=O)NCC(=O)Nc2ncccc2C)s1	-9%	2%	-25%	i	1%
CN(C)c1nc(-c2ccc([N+](=O)[O-])cc2)cs1	-4%	-1%	11%	0.4%	4%
CCCCNC(=O)CCCCC(=O)N/N=C/c1cccc(Cl)c1	-11%	-6%	13%	i	-6%
CC(C)(C)NC(=O)COC(=O)c1cc(Cl)ccc1[N+](=O)[O-]	0%	-1%	70%	2.5%	2%
CC(=O)CC(=O)Nc1ccc2ccccc2c1	?	17%	6%	i	1%
CC1Oc2ccccc2N(CC(=O)NCCc2ccccc2)C1=O (centres undefined)	-3%	-2%	1%	3.2%	1%
CC(=O)Nc1nn(C)c2nc(C)cc(C)c12	-3%	-1%	-3%	1.5%	-6%
O=C(Cn1cnc2c(nnn2Cc2ccc(Cl)cc2)c1=O)NCc1ccco1	1%	1%	-2%	0.1%	-2%
Next section.
SMILES	M. tuberculosis HTS	influenza NS1A	M. tuberculosis	VEEV TC-83 Vero	Salmonella PhoP GFP	others
Cc1cc(C(=O)COc2ncnc3sccc23)c(C)n1C1CC1	-3%	3%	6%	i	17%
COc1ccc(NC(=O)c2noc3c2CCC3)cc1	8%	5%	?	5.9%	-1%
C/C(=N/OC(=O)c1ccc(Br)cc1)c1ccc(C)cc1	14%	-2%	7%	i	1%
COc1cccc(CN2C(=O)c3ccccc3C2C(=O)NCC2CCCO2)c1 (centres undefined)	4%	-1%	5%	1.0%	-14%

From PubChem BioAssay
